G9a inh: inhibitors of human histone lysine methyltransferase G9a; Q96KQ7; G9a H3K9 monomethylation, AlphaScreen, 2 h; Potency, µM (series often up to 102 µM), for inactives: at the top dose activity, negative = inhibition, usual class: inhibitors; actives 8.8% (n = 350,000); note: potency is the fitted concentration of half-maximal effect; % is set by controls: 0 for no effect and ±100 for the full control effect; nearly all actives have a fitted effect of over 75% in size
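Quantitative HTS format: methyltransferase activity on a biotin-tagged H3K9 peptide is measured by AlphaScreen, using a rabbit anti-monomethyl-H3K9 antibody with streptavidin donor and anti-IgG acceptor beads. Final levels are 20 nM enzyme, 500 nM peptide, 20 uM SAM; 2 h RT.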
GLS inh: inhibitors of human glutaminase (GLS) | AID 624170 | GLS enzymatic activity, qHTS titration | Potency, µM (top dose mostly 45.5 µM), inactives show at the highest dose activity change, negative = inhibition, most hits filed as inhibitors | actives 0.21% (n = 410,000); note: potency is the fitted concentration of half-maximal effect; % is set by controls: 0 for no effect and ±100 for the full control effect
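Two-point fluorescence kinetic (t0, 30 min RT) for hKGA; glutamate detected via glutamate oxidase–HRP–Amplex Red. Substrate: 1 mM L-glutamine solution; buffer 45 mM KH2PO4, pH 8.2.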
HP1b chromo inh: blocks HP1-beta chromodomain binding to methylated histone tails; P83916; AlphaScreen HP1-beta / biotin-H3K9me3 peptide binding; Potency, µM (doses to about 114 µM), inactives show at the top dose activity change, negative = inhibition, actives largely listed as inhibitors; actives 0.56% (n = 390,000); AID 540317; note: potency is the fitted concentration of half-maximal effect; nearly all actives have a fitted effect of over 70% in size; inactives centre near 23
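HP1-beta protein (50 nM final) preincubated 30 min at room temperature with biotinylated H3(1-18)K9me3 peptide (50 nM) in PBS pH 7.4, 0.01% Tween-20, then compound added for 30 min. AlphaScreen streptavidin donor/nickel chelate acceptor beads (10 ug/mL final), 30 min dark, luminescence read.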
ALOX12 inh: ALOX12 (human) lipoxygenase inhibition; purified 12hLO, xylenol orange hydroperoxide absorbance; Potency, µM (top dose mostly 108 µM), inactives show at the highest dose activity change, negative = inhibition, hits mostly inhibitors; P18054; actives 1.1% (n = 580,000); note: potency is the fitted concentration of half-maximal effect; % is set by controls: 0 for no effect and ±100 for the full control effect
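Purified human 12hLO at 150 nM in 25 mM Hepes, 0.01% Triton X-100, pH 7.0, preincubated 15 min at room temperature with compound. Reaction started with 40 uM arachidonic acid, 30 min at room temperature. Hydroperoxide measured by Fe-xylenol orange, 573/405 nm absorbance ratio.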
PI4K2A inh: inhibitors of human PI4K2A. purified PI4K2A, ADP-Glo luminescence, 1 h; active compounds read low. activity change, negative = inhibition, % at 76.9 µM. actives 0.13% (n = 420,000). AID 1346378; in the data active = activity change below about -50%; inconclusive = mostly about -30% to -49%;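 note: -100% = wells without enzyme as full effect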
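ADP-Glo luminescence measured ADP generated by PI4K2A enzyme (4 ug/mL before mixing) with 1.2 mM PI substrate (pre-mix) and 300 microM ATP (pre-mix). Tris pH7.5 buffer with MgCl2, Triton X-100; 1 h reaction at ambient temperature.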
BAZ2B block: BAZ2B (human) inhibition; AlphaScreen BAZ2B-H3K14Ac peptide displacement; Potency, µM (titrated, usually from 114 µM), inactives show at the top dose activity change, negative = inhibition, actives largely listed as inhibitors; Q9UIF8; actives 4.4% (n = 360,000); note: potency is the fitted concentration of half-maximal effect; % is set by controls: 0 for no effect and ±100 for the full control effect; nearly all actives have a fitted effect of over 60% in size
Target sequence (Q9UIF8 whole entry, looked up): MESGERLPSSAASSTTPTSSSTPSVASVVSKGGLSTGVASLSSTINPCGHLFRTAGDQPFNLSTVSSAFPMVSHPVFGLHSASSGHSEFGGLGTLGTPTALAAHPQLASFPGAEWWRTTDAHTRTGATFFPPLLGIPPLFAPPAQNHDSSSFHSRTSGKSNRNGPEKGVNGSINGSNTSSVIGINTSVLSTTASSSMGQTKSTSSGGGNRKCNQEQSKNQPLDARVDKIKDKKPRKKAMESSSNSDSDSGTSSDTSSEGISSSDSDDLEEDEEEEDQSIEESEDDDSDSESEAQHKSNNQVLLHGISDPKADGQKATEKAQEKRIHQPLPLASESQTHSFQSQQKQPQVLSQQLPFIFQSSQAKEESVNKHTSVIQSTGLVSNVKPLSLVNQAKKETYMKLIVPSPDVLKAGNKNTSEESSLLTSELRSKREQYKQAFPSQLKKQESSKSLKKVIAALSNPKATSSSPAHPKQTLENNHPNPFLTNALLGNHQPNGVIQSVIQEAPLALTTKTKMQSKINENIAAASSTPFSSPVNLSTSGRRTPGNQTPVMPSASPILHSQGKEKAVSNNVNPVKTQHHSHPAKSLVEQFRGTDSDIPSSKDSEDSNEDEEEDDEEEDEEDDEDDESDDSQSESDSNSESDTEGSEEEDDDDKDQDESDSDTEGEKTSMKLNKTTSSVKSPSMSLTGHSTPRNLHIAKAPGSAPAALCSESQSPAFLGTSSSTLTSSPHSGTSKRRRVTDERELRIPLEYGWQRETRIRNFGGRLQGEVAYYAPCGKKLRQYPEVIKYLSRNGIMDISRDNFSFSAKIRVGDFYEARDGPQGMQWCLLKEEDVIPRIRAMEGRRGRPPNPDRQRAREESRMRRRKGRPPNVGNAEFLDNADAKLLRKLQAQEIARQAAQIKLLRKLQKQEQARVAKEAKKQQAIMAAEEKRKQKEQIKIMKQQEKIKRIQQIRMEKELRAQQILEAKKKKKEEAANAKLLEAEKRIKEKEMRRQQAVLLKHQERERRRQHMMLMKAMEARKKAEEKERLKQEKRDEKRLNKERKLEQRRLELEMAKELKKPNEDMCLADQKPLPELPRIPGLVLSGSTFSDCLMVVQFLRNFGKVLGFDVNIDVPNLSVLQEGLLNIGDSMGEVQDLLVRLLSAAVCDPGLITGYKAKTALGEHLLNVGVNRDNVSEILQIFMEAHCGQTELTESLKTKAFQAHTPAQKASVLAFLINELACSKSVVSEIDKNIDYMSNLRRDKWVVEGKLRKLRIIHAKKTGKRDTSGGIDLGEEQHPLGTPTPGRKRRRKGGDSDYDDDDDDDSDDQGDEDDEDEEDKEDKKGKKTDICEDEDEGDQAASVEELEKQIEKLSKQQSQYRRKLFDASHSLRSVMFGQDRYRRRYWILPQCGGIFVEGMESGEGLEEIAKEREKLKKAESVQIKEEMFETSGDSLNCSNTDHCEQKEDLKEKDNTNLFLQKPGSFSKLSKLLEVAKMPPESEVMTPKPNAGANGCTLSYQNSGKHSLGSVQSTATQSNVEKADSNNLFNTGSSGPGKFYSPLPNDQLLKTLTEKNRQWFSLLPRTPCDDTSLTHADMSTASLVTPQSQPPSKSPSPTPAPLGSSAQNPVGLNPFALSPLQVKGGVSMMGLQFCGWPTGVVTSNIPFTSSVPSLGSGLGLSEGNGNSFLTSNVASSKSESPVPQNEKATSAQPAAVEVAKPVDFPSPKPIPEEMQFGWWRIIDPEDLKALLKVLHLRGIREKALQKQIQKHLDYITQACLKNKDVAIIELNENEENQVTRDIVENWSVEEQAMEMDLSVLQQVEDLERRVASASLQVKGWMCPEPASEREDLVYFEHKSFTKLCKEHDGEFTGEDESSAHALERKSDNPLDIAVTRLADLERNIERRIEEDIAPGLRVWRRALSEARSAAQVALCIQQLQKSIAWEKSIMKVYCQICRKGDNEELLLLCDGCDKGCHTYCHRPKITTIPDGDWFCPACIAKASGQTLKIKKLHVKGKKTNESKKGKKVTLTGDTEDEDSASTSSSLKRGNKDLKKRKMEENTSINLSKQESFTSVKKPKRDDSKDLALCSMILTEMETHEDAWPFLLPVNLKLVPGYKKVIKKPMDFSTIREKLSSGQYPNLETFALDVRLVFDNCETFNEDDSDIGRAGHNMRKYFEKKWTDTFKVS
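AlphaScreen displacement: compounds (up to 110uM) incubated 30 min at room temperature with a preformed 50 nM BAZ2B/50 nM biotinylated H3K14Ac peptide complex in PBS pH 7.4 with Tween-20. Donor and acceptor beads at 10 ug/mL final added, 20 min light-protected before reading.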
RGS4 inhibitor: blocks human RGS4-accelerated GTP hydrolysis. AID 504845. actives 0.039% (n = 390,000). Transcreener GDP fluorescence polarization, RGS4-accelerated GTP hydrolysis. Potency, µM (doses to about 114 µM), without a hit: top-dose activity change, negative = inhibition, usual class: inhibitors. P49798; note: potency is the fitted concentration of half-maximal effect; % is set by controls: 0 for no effect and ±100 for the full control effect; nearly all actives have a fitted effect of over 75% in size; some results filed as inactive show a strong effect at the top dose
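MLSMR compounds (23 nl, pin-transferred) preincubated 10 min at room temperature with a 500nM (2x) first reagent, then RGS4 at 900nM (2x) plus Transcreener GDP mix added; fluorescence polarization (620/688 nm) read before and after 90 min at 30 °C.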
ERG-DNA inh: inhibitors of human ERG Ets domain-DNA interaction. P11308. Potency, µM (highest dose often 76.9 µM), for inactives: at the top dose FP activity, negative = inhibition, hits mostly inhibitors. fluorescence polarization, His-ERG Ets domain / labelled DNA. actives 0.028% (n = 370,000). AID 624246; active = well fitted inhibition curve with a large enough effect in the polarisation, with a control signal flat; inconclusive = small, poorly fitted or top-dose-only effect, or effect the other way, or a change in a side signal; inactive = no such curve, though single readings can be large or run the other way; the % refers to the polarisation;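 note: polarization taken with two DNA probes labelled with fluorescein and Texas red; potency is the fitted concentration of half-maximal effect; % of control where 0% means no effect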
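His-tagged ERG Ets domain (1 uM in the protein solution; 300mM KCl, 50mM Tris-HCl, 1mM EDTA, 1mM DTT, pH 7.5) received compound, then a probe mix of 5 nM fluorescein-DNA and 100nM Texas-615-DNA. Fluorescence polarization was read for both dyes.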
JMJD2A Tudor inh: inhibitors of human JMJD2A Tudor domain. AlphaScreen JMJD2A-Tudor / H3K4me3 peptide binding. Potency, µM (doses to about 114 µM), for the others: at the top dose activity change, negative = inhibition, hits mostly inhibitors. actives 4.4% (n = 390,000). AID 504339; note: potency is the fitted concentration of half-maximal effect; % is set by controls: 0 for no effect and ±100 for the full control effect; nearly all actives have a fitted effect of over 50% in size
* = called active by the depositor; ? = inconclusive; . = not tested or not shown; [ ] = dose if it differs, or a comment. Unless noted, calls come from the whole dose curve; as a rule, active = well fitted curve in the direction sought with a large enough effect; inconclusive = small, poorly fitted or top-dose-only effect, or another doubt; inactive = no such curve, though single readings can be large; an effect the other way counts as inactive or inconclusive.

SMILES	G9a inh	GLS inh	HP1b chromo inh	ALOX12 inh	PI4K2A inh	BAZ2B block	RGS4 inhibitor	ERG-DNA inh	JMJD2A Tudor inh
Cc1ccc(NS(=O)(=O)c2ccc(-n3cccn3)cc2)nc1	2%	2%	33%[activator]	1%	-2	0%	12%	-6%	28%
Cc1cccc(C)c1NC(=O)C(c1ccccc1)N1CC(=O)Nc2ccccc21 (stereo not drawn)	9%	-1%	54%[activator]	50%[activator][57.4 µM]	-8	-9%	3%	-2%	-14%
COc1ccc(Cn2nnc3c(=O)[nH]c(C4CCCN(C(=O)c5ccc(C)cc5)C4)nc32)cc1 (stereo not drawn)	-4%[59 µM]	4%	0%	?	2	-13%	6%	0%	-25%
CCOC(=O)c1[nH]nc(-c2cc(CC)c(O)cc2O)c1-c1cscn1	.	8%	26%	2%	2	?	-20%	-4%	89µM*
CS(=O)(=O)N1CCCC(C(=O)Nc2ccc(Br)cc2F)C1 (stereo not drawn)	-18%	-5%	29%	0%	0	?	5%	-11%	1%
CC1CCCCN1C(=O)CSc1nnc2ccccn12 (stereo not drawn)	.	12%	18%	235%[activator]	0	.	-20%	12%	-7%
O=S(=O)(c1ccc2ccccc2c1)n1cnc2ccccc21	21%[59 µM]	4%	10%	-99%	2	5%	-8%	-4%	-9%
Cc1nn(CC(=O)N2CCCC2)c(=O)c2cc3cc(F)ccc3n12	-2%	-2%	23%	-14%	-5	-13%	-7%	0%	-15%
CC(=O)N(C)c1ccc(N=Cc2cc3c(cc2[N+](=O)[O-])OCO3)cc1	.	10%	-8%	-76%	-9	.	-18%	-4%	-21%
COc1ccccc1C(=O)Nc1ccc(-c2nnn(CC(=O)N3CCN(C(=O)c4ccco4)CC3)n2)cc1	?	1%	9%	1%	3	1%	20%	-4%	-14%
CSc1n[nH]c(=S)n1N	?	7%	?	?	-2	-34%	-16%	5%	18µM*
CC(Cc1ccccc1)NC(=O)c1cc([N+](=O)[O-])ccc1Cl (stereo not drawn)	18%	6%	23%	?	5	-17%	15%	-11%	-7%
CCn1c(SCC(=O)Nc2cc(C)on2)nnc1-c1cccnc1	-8%[2.33 µM]	5%	25%	16%	2	8%	-7%	-11%	-2%
O=C(NCSc1ccnc(SCNC(=O)c2ccc(F)cc2)n1)c1ccc(F)cc1	2.8µM*	4%	20%	-18%	-1	-30%	?	-3%	-29%
Cc1ccc(NC(=O)C2CCCN(c3nnc(-n4c(C)ccc4C)s3)C2)c(C)c1 (stereo not drawn)	18%[59 µM]	-1%	46%[activator]	2%	3	-12%	-33%	6%	-28%
CCOC(=O)C1=CN(CC)S(=O)(=O)NC1CCc1ccccc1 (stereo not drawn)	.	-1%	51%[activator]	-67%	5	.	29%	0%	-4%
O=S(=O)(NCc1cccs1)c1cccc(S(=O)(=O)N2CCCCC2)c1	-37%[59 µM]	-3%	49%[activator]	0%	-2	-3%	-28%	-7%	-3%
COc1cccc(C(=O)Oc2ccc3c(C)cc(=O)oc3c2C(C)=O)c1	-11%[59 µM]	4%	11%	-12%	22	-33%	?	-6%	?
NC(=O)c1ccsc1NC(=O)C1CC1	29%[59 µM]	-1%	61%[activator]	-6%	185	1%	-4%	0%	-5%
CC(C)c1ccc(OCC(=O)N2CCCCCC2)c(Br)c1	120%[activator]	?	73%[activator]	-12%	-6	19%	-8%	17%	17%
CCn1c(SCC(=O)Nc2cccc(OC)c2)nnc1-c1ccc(Cl)cc1	-28%	-6%	20%	15%	6	11%	-1%	-6%	?
CC(=O)N1CCc2cc(S(=O)(=O)NCCC(=O)Nc3cccc(C)c3)ccc21	3%[12.7 µM]	5%	9%	-1%	-7	2%	2%	-2%	-9%
CCOC(=O)c1c(NC(=O)CCCOc2ccccc2C)sc2c1CCC(C)C2 (stereo not drawn)	54%[activator][59 µM]	0%	62%[activator]	?	2	14%	-19%	2%	28%
COc1ccc(Cl)cc1NC(=O)C(C)Sc1n[nH]c(N)n1 (stereo not drawn)	10%	1%	20%	39%[activator]	3	14%	-3%	-2%	10%
Cc1ccccc1OCC(=O)NCCCNC(=O)c1cccnc1	12%	-12%	24%	-12%	3	4%	7%	-21%	-7%

Entries listed above printed as active in G9a inh.
SMILES	G9a inh	GLS inh	HP1b chromo inh	ALOX12 inh	PI4K2A inh	BAZ2B block	RGS4 inhibitor	ERG-DNA inh	JMJD2A Tudor inh
O=C(NCSc1ccnc(SCNC(=O)c2ccc(F)cc2)n1)c1ccc(F)cc1	2.8µM*	4%	20%	-18%	-1	-30%	?	-3%	-29%

Following part:
SMILES	G9a inh	GLS inh	HP1b chromo inh	ALOX12 inh	PI4K2A inh	BAZ2B block	RGS4 inhibitor	ERG-DNA inh	JMJD2A Tudor inh
Cc1ccc2c(c1)C1NC(=S)NC(C)(O2)C1C(=O)Nc1ccc(Cl)cc1 (stereo not drawn)	18%	-17%	29%	28µM*	-5	-7%	-43%	3%	-9%
CNC(=O)C1(CC(C)C)C=CCN1C(C)=O (stereo not drawn)	14%	8%	32%	-1%	0	1%	6%	-8%	-18%
COc1ccc(C2C3C(=O)N(N(C)c4ncc(C(F)(F)F)cc4Cl)C(=O)C3ON2C)cc1 (stereo not drawn)	60%[activator]	5%	-3%	2%	-1	20%	12%	-3%	-10%
Cc1cccc(NC(=O)c2ccccc2SCc2ccc(F)cc2)n1	-14%[12.7 µM]	-2%	86%	-2%	2	20%	-14%	.	21%
O=C(NC(Cc1ccccc1)C(=O)NC1CC1)OCc1ccccc1 (stereo not drawn)	?	-4%	48%[activator]	-8%	-2	-1%	-9%	-7%	1%
CCc1ccc(NC(=O)NCCc2c(C)nn(C)c2C)cc1	24%[59 µM]	1%	36%	0%	-1	0%	-37%	0%	3%
CC1C(=O)N2CCCc3cc(NC(=O)COc4ccccc4)cc1c32 (stereo not drawn)	6%	-16%	23%	-6%	-3	6%	-13%	13%	1%
COCCn1nnnc1CN1CCSCC1	?	-2%	30%	-15%	-2	-24%	-3%	2%	11%
COc1ccc(-c2cc(C(=O)N3CCOCC3)c3ccccc3n2)cc1OC	-8%	2%	26%	?	1	-1%	-21%	14%	1%
CCOC(=O)C1(CCc2ccccc2)CCN(C(=O)CCn2cncn2)CC1	.	-11%	21%	-12%	2	4%	-1%	1%	-8%
CN(C(=O)CSc1nnc(-c2ccc(Cl)cc2)n1C)C1CCS(=O)(=O)C1 (stereo not drawn)	.	-4%	47%[activator]	169%[activator]	-4	.	5%	4%	20%
Cc1cc(N2C(=O)C(O)=C(C(=O)c3ccc(C)o3)C2c2ccc([N+](=O)[O-])cc2)no1 (stereo not drawn)	45µM*	10%	16%	40µM*	3	-29%	8%	3%	-21%
Cc1ccc(S(=O)(=O)c2c(N)n(Cc3ccco3)c3nc4ccccc4nc23)cc1C	?	-7%	23%	-4%	3	-26%	-44%	0%	-16%
O=C(/C=C/c1cccnc1)/C=C/c1cccnc1	28µM*	-12%	1%	3%	?	-16%	?	-8%	-11%
Nc1ncnc2c1ncn2C1OC(CO)C(O)C1N (stereo not drawn)	.	-1%	61%[activator]	13%	-16	0%	-3%	0%	-5%
CC(C)(CO)CNC(=O)CC1C(=O)NCCN1CC(c1ccccc1)c1ccccc1 (stereo not drawn)	-3%[59 µM]	-5%	44%[activator]	10%	-11	-14%	-28%	7%	-14%
CN(C1CCCCC1)S(=O)(=O)c1ccc(NC(=O)C2CCCCC2)cc1	-35%[2.33 µM]	0%	49%[activator]	4%	2	29%	-1%	-10%	-2%
O=C(Cn1nc(-c2ccccc2)c2c(c1=O)CCCC2)Nc1ccc(F)c(Cl)c1	11%[59 µM]	5%	48%[activator]	-17%	-8	16%	7%	4%	-25%
COc1ccc(Cc2nnc(NS(=O)(=O)c3ccccc3)s2)cc1	-38%	16%	3%	347%[activator]	2	0%	-14%	12%	-9%
COc1cccc(CNC(=O)c2ccc(S(=O)(=O)N3CCOCC3)cc2)c1	-36%	2%	20%	10%	-8	8%	-7%	-1%	-14%
FC(F)c1nnc2c(Cl)cc(C(F)(F)F)cn12	-2%	2%	12%	6%	-5	-28%	37%	1%	-4%
O=C(Nc1cc(C(F)(F)F)ccc1N1CCCCC1)c1ccco1	14%[59 µM]	6%	16%	6%	3	9%	5%	0%	-7%
CO/N=C/c1ccc(OC)c(Oc2nc(OC)cc(OC)n2)c1	22%	-1%	42%[activator]	0%	-2	0%	-10%	4%	1%
COc1cc2c(=O)n(CC3CCCO3)c(=O)n(CC(=O)Nc3ccccc3)c2cc1OC (stereo not drawn)	-9%	-6%	21%	-6%	-7	-26%	-1%	-9%	-8%
CC(C)CNC(=S)Nc1ccccc1F	-2%[59 µM]	-1%	28%	-12%	-6	22%	-20%	0%	1%
CC(=O)Nc1ccc(OCc2ccccc2)cc1[N+](=O)[O-]	.	-8%	-9%	-20%	2	.	-32%	.	-32%
COc1ccc(S(=O)(=O)N2CCCCC2)cc1NC(=O)C1CCCC1	8%[59 µM]	-1%	31%	10%	-1	5%	-4%	-13%	-1%

High-throughput results (PubChem)

Not all compounds are listed (hit frequency here may not be typical).
